# Screening data (PubChem)
# Diaphorase act = counter-screen for diaphorase-based assays: diaphorase activators and chemical reducers. Diaphorase/resazurin coupled assay, resorufin fluorescence, 16 min; stronger effect = higher value; 1 = vehicle wells, 0 = NADH-free wells. activation factor at 20 µM. 190,000 compounds, 0.005% hits. AID 1229;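 active means diaphorase activity raised at least twofold by the compound at 20 µM; inactive means activation factor below 2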
#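 Material: Clostridium kluyveri diaphorase, purified enzyme; Quantity: enzyme 0.07 U/mL final; Medium: HEPES pH 7.4 buffer with MgCl2 and Tween 20; Dosing: single compound dose of 20 µM, 1% DMSO final; Schedule: 16 min reaction at room temperature; Measured by: red resorufin fluorescence at 544/590 nm excitation/emission.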
# TLR4 MyD88 comp = blocks binding of human TLR4 to MyD88 | AID 861 | inhibition, % at 8.4 µM | HeLa CL3-4 TLR4/MyD88 BLA complementation, FRET ratio | 200,000 compounds, 0.18% hits | O00206+Q99836; in the data active means inhibition above about 25%;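 further: 0% = vehicle and 100% = reference inhibitor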
# Target sequence (O00206 whole entry, looked up): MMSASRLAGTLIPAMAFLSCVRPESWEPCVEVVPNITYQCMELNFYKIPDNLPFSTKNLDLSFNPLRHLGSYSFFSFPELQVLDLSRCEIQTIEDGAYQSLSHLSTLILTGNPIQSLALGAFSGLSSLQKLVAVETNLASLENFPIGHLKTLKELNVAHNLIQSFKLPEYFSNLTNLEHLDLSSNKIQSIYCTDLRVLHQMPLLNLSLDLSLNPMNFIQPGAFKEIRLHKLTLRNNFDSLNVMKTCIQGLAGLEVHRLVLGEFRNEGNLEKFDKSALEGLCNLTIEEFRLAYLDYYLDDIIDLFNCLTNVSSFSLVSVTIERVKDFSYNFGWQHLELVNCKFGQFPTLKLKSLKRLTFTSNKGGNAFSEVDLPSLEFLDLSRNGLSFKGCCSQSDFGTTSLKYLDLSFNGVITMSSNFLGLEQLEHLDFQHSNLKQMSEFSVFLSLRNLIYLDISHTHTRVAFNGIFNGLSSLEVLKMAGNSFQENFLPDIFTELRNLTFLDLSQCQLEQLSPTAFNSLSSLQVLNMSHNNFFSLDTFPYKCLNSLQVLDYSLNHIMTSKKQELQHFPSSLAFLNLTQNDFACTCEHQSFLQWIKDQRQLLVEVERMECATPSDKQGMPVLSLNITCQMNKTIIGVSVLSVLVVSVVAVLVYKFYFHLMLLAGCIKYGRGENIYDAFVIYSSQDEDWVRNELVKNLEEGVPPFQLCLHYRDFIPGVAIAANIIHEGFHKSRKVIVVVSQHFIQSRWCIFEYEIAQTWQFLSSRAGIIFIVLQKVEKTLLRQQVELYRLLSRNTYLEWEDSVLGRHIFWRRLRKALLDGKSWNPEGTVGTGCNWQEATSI
# Target sequence (Q99836 whole entry, looked up): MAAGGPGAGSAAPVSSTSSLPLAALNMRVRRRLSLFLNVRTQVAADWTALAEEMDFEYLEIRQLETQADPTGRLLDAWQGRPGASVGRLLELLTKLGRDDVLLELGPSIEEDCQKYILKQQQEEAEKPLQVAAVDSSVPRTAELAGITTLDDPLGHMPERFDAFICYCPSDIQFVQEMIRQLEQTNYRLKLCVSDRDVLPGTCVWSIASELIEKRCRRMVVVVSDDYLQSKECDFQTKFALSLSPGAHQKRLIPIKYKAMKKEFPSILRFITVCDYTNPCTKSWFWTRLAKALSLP
# APP transl inh = APP translation inhibition | SH-SY5Y APP 5'UTR-luciferase reporter, luminescence | inhibition, % at 2 µM | 190,000 compounds, 0.82% hits | AID 1285;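 active means inhibition above a set limit, derived from the sample mean plus 3 SD, cut at about 45% in these data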; further: values of inactives mirror those of a sister screen read the other way
# Diaphorase inh = diaphorase inhibition or chemical oxidation counter-screen; inhibition, % at 20 µM; diaphorase resazurin-to-resorufin fluorescence, NADH, 16 min; bacterial (C. kluyveri) enzyme, not human; 190,000 compounds, 0.69% hits; AID 1217;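 active means primary screen inhibition at 20 µM above a set limit, cut at about 50% in these data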;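 further: plate controls were DMSO with full reaction for no effect and wells lacking NADH for full effect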
#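 Benchmarks: positive control wells lacking NADH, neutral wells with DMSO only. System: bacterial diaphorase enzyme (C. kluyveri). Input: 0.14 U/mL diaphorase, enzyme working solution. Detection: resorufin fluorescence, excitation 544 nm, emission 590 nm. Times: 16-min room-temperature incubation before reading.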
# G6PDH counter = L. mesenteroides G6PDH inhibition counter-screen; Purified L. mesenteroides G6PDH, diaphorase/resazurin coupled fluorescence, 45 min; inhibition, % at 5 µM; 200,000 compounds, 0.12% hits; in the data active means inhibition above about 50%
# APP 5'UTR act = activates APP 5'UTR luciferase reporter; AID 1276; 190,000 compounds, 1% hits; activation, % at 2 µM; SH-SY5Y APP 5'UTR luciferase reporter, luminescence; zero percent = DMSO vehicle wells;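 active means activation above a set limit, based on mean plus 3 SD of controls, cut at about 140% in these data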; further: values of inactives mirror those of a sister screen read the other way
# STAT1 activator = activators of IFN-gamma induced STAT1 signaling | NIH 3T3 STAT1-luciferase reporter, luminescence; 100% = IFN-gamma alone, no compound | activation (% of control), % at 5.5 µM | 200,000 compounds, 2.6% hits;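 active means activation above the screen-wide mean activation plus 3 SD, cut at about 130% in these data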;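 further: raw ratio to IFN-gamma control signal so 100% means no change and 0% no light; values of inactives mirror those of a sister screen read the other way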
# FLuc inh counter = Photinus pyralis luciferase inhibition counter-screen; ATPLite firefly luciferase biochemical luminescence, 10 min; P08659; inhibition, % at 10 µM; 200,000 compounds, 1.5% hits;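 active means inhibition above about 50% when tested at 10 µM, limit read from the data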
# NF-kB neuron act = NF-kB expression increase, human neuronal cells; NF-kB reporter expression; stronger effect = higher value; fold change at 12.5 µM; 190,000 compounds, 1.6% hits; AID 1239; in the data active means fold change above about 3.3
# FLuc stim CS = firefly luciferase counter-screen for stimulation assays; ATPlite luciferase biochemical, luminescence, 10 min; 0 = ATP-free wells, 1 = DMSO control; activation factor at 10 µM; 200,000 tested, under 10 active; P08659;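 active means luciferase activation factor, scaled between plate controls, of at least 2 with compound at 10 µM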
#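 Assay system: Luciferase/luciferin reagent mix; Medium: PBS as buffer for the ATP substrate; Dosing: test compounds dosed from 2 mM stocks in 100% DMSO; Times: 10 min, room temperature; Signal: luminescence from luciferase reaction; Read-out: luciferase activation; Controls: No-ATP low control, compound-free enzyme-plus-ATP high control.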
# * = called active by the depositor; nt = not tested or not shown.
canonical_smiles,Diaphorase act,TLR4 MyD88 comp,APP transl inh,Diaphorase inh,G6PDH counter,APP 5'UTR act,STAT1 activator,FLuc inh counter,NF-kB neuron act,FLuc stim CS
CC(C)Cn1c(N)c(C(=O)COC(=O)c2ccc(O)cc2)c(=O)n(C)c1=O,1.1,-2,-12,-8,4,12,97,-3,1,1
CC(=O)Nc1nonc1NC(=O)CSc1ccccn1,0.9,-8,1,13,3,-1,96,-4,1.2,1
O=C(NCc1cccs1)Nc1cccc(Cl)c1,nt,-11,-31,nt,nt,31,120,nt,nt,nt
O=C(O)CSc1nc2ccccc2n1-c1ccccc1,1,-7,8,1,15,-8,108,-8,1.1,1.1
Cc1cc(NCC(C)C)n2ncnc2n1,0.9,-6,-7,8,-6,7,96,0,1.1,1
O=C(O)c1csc(N/N=C/c2ccc(Br)cc2)n1,0.8,-9,-9,19,14,9,106,24,1.4,0.8
CC(=O)C1C(c2cccc(F)c2)NC(=O)NC1(O)C(F)(F)F (stereo unspecified),0.9,7,-11,11,-1,11,92,-8,2.2,1.1
C/C(=C1/C(=O)N(c2ccc([N+](=O)[O-])cc2)N=C1c1ccccc1)N(C)C,0.9,1,-3,6,9,3,108,-7,0.97,1.1
COC(=O)c1cccc(N(C(=O)CNC(=O)c2ccco2)C(C(=O)NC2CCCC2)c2ccco2)c1 (stereo unspecified),0.8,3,9,16,0,-9,101,-2,0.96,1
CC(C)N(Cc1nc2ccccc2[nH]1)C(C)C,1,-12,8,4,-12,-8,79,-3,0.87,1
COc1ccc2[nH]c(=O)c(CN(CCO)C(=O)c3cccs3)cc2c1,1.1,2,-4,-6,-3,4,94,-1,1.5,1
NC(=O)c1ccc(C23CC4CC(CC(C4)C2)C3)o1,0.9,-18,-9,11,0,9,93,-5,1.1,1.1
CCN(CC)S(=O)(=O)c1ccc2c(c1)c(C(=O)O)cn2C,1,-2,10,1,7,-10,107,-7,1.5,1.1
COc1ccc(Br)cc1CNC(=O)C1CCN(S(=O)(=O)N2CCCC2)CC1,0.9,1,-8,7,-2,8,99,-1,1.1,1
Cc1ccc(C(=O)NC2CC3CCC(C2)N3Cc2ccco2)cc1 (stereo unspecified),1,4,4,4,2,-4,108,-4,1.2,1
CS(=O)(=O)NCCCNc1ccc(Cl)cc1[N+](=O)[O-],1,-5,5,2,4,-5,100,-3,0.94,1
Cc1cc(N2CCOCC2)ccc1/C=C1\NC(=O)N(Cc2ccccc2)C1=O,1,-12,11,4,-1,-11,85,-4,1.1,1
CCOc1ccc2ccccc2c1CNc1nnnn1CC,0.9,-11,-8,10,6,8,93,-12,1.1,1.1
CCOC(=O)c1sc(=NC(=O)c2cccc(C)c2)n(C)c1C,0.9,7,-162,11,9,162*,142*,40,3.5*,0.6
CN1/C(=C\C(=O)c2cncc(Br)c2)C(C)(C)c2ccccc21,0.9,16,-1,10,-6,1,91,-4,0.79,1
CCOC(=O)c1nn(-c2ccccc2)c(=O)c2c(N)scc12,0.6,2,-11,36,46,11,97,-4,0.97,1
CC(C)(C)n1nnnc1C(c1ccncc1)N1CCN(c2ccc(O)cc2)CC1 (stereo unspecified),0.7,6,3,33,6,-3,94,2,1.5,1
Cc1ccc(Cl)cc1N(CC(=O)NC1CCCCC1)S(C)(=O)=O,0.8,-1,6,16,5,-6,91,-5,1.3,1
CN1CCCN(C(=O)CC(c2ccccc2)c2ccccc2)CC1,0.9,-6,-5,6,-2,5,98,-5,1,1
CN(C)c1ccc(/C=N\S(=O)(=O)c2ccccc2)cc1,1,4,-14,0,1,14,99,-1,1.1,1
CCOC(=O)Cc1[nH]nc2c1C(c1ccoc1)C(C#N)=C(N)O2 (stereo unspecified),0.9,-6,-12,14,5,12,95,4,1.1,1
CCOC(=O)C1=C(O)/C(=C/c2ccc(C)o2)SC1=NC(=O)c1ccccc1C,nt,19,16,nt,nt,-15,98,nt,nt,nt
CC(C)CNC(=O)NC1(C(F)(F)F)Oc2ccccc2O1,0.9,-1,-3,14,-5,3,116,-5,3.2,1
CC(C)CC(NC(N)=O)C(=O)NCc1ccc(Cl)cc1 (stereo unspecified),0.9,-9,-38,6,-1,38,104,-4,1.5,1
COC(=O)C(C)Sc1nnc(Cc2cc(=O)[nH]c(=O)[nH]2)n1-c1cccc(OC)c1 (stereo unspecified),0.8,10,1,18,1,-1,104,-6,1.1,1.1
COc1ccc2c(c1OC)C(=O)OC2CC(=O)O (stereo unspecified),0.9,4,0,10,2,0,94,-6,1.3,1.1
O=C(/C=C/c1ccc(Cl)cc1Cl)N1CCN(c2ccccc2[N+](=O)[O-])CC1,0.8,-7,-8,19,8,8,102,2,1.1,1
O=C(N/N=C/c1c[nH]c2ccccc12)c1ccn(Cc2ccc(Cl)cc2Cl)n1,0.7,4,-8,29,11,8,95,0,1.1,1
CC(C)OC(=O)CSc1nc2c(cc1C#N)CCCCC2,1,6,-92,0,18,93,106,-1,1.4,1
CCOC(=O)c1nnn(-c2nonc2N)c1C,1,8,-4,-4,10,4,101,3,1,1
Nc1cc(S(=O)(=O)O)cc([N+](=O)[O-])c1O,0.8,2,-2,16,-6,2,99,-5,1.1,1.1
CCc1ccc(C2CC(=O)Nc3c2c(=O)nc2c(C)cccn32)cc1 (stereo unspecified),1,3,0,4,4,0,94,-3,1.1,1
O=C(Nc1nc(-c2cccc3ccccc23)cs1)c1cnccn1,0.9,13,-6,12,1,6,100,-4,1.1,1
O=C(Nc1nnc(C2CC2)s1)c1ccc(Cl)c(S(=O)(=O)N2CCc3ccccc3C2)c1,0.8,-5,-6,21,-18,6,102,-7,0.97,1.1
Brc1ccc(/C=N/Nc2nncc(-c3ccccc3)n2)o1,1,-12,-12,-2,-3,12,110,-4,1.1,1
COc1ccc(CC(C)N2CCN(c3cccc(C(F)(F)F)c3)CC2)cc1OC (stereo unspecified),0.8,-4,-1,18,-7,1,96,-6,1.2,1.1
CCOC(=O)c1ccc(NC(=O)CSc2nc3c(c(=O)n2CC)SC(C)C3)cc1 (stereo unspecified),0.7,8,6,32,-39,-6,94,-6,0.98,1.1
Cc1nc(-c2coc3cc(C)c(N=O)c(O)c3/c2=N\N)cs1,0.9,6,16,11,2,-16,104,-3,1.1,1
Brc1ccc(-c2csc(N3CCc4ccccc4C3)n2)cc1,0.8,-15,-4,16,4,4,101,-11,1.1,1.1
COc1cccc(C(c2nnnn2Cc2ccco2)N2CCN(c3cccc(C)c3C)CC2)c1OC (stereo unspecified),0.7,-5,-13,27,2,13,95,-5,0.72,1.1
CCOC(=O)c1sc(NC(=O)CNC(=O)Cn2cnc3sc(C)c(C)c3c2=O)nc1C,0.7,9,-14,26,2,14,104,-2,1.1,1
Cc1ccc(C(=O)n2c3ccccc3c3ccccc32)cc1,0.8,-10,41,22,6,-41,89,-4,1.4,1
COc1ccc(C(=O)n2ccc(C)n2)cc1Br,0.8,-4,-2,16,1,2,99,-3,1.2,1
CCc1ccc(S(=O)(=O)NCCc2cn3cccc(C)c3n2)s1,0.8,-10,6,23,2,-7,105,-3,1.5,1
Cc1ccc(-c2nc3ccccn3c2NCc2ccc3c(c2)OCO3)cc1,0.9,-3,-13,8,-1,13,123,18,1.5,0.8

# Single entries from the entries so far:
# NF-kB neuron act, Cc1nc(-c2coc3cc(C)c(N=O)c(O)c3/c2=N\N)cs1 : 1.1
# FLuc inh counter, CCOC(=O)Cc1[nH]nc2c1C(c1ccoc1)C(C#N)=C(N)O2 (stereo unspecified) : 4

# Some of the entries so far, with two lines to a compound:
# Each structure is followed by: Diaphorase act, TLR4 MyD88 comp, APP transl inh, Diaphorase inh, G6PDH counter, APP 5'UTR act, STAT1 activator, FLuc inh counter, NF-kB neuron act, FLuc stim CS
- CCOC(=O)c1nnn(-c2nonc2N)c1C
  1, 8, -4, -4, 10, 4, 101, 3, 1, 1
- Nc1cc(S(=O)(=O)O)cc([N+](=O)[O-])c1O
  0.8, 2, -2, 16, -6, 2, 99, -5, 1.1, 1.1
- CCc1ccc(C2CC(=O)Nc3c2c(=O)nc2c(C)cccn32)cc1 (stereo unspecified)
  1, 3, 0, 4, 4, 0, 94, -3, 1.1, 1

# Next section.
canonical_smiles,Diaphorase act,TLR4 MyD88 comp,APP transl inh,Diaphorase inh,G6PDH counter,APP 5'UTR act,STAT1 activator,FLuc inh counter,NF-kB neuron act,FLuc stim CS
COc1cccc(C2=CC(c3ccc(N(C)C)cc3)n3nnnc3N2)c1 (stereo unspecified),0.9,-2,8,8,2,-8,94,-8,1.5,1.1
Cc1[nH]nc(SCC(=O)N2CCCC2)c1[N+](=O)[O-],1.1,-7,-22,-10,8,22,103,-3,1,1
Cc1ccc(NC(=S)N2CCSC2c2cccs2)cc1 (stereo unspecified),0.9,-6,11,14,10,-11,97,25,1.6,0.8
O=C(CSc1nnc(NC(=O)C2CCCCC2)s1)NCc1ccco1,1.1,5,-15,-10,-1,15,96,0,1.2,1
O=C(NCc1ccco1)Nc1ccc(Br)cc1Cl,0.9,1,-43,7,-9,43,133*,3,1.7,1
COc1cc(Cl)c(C)cc1NC(=O)CNC(C)c1ccccc1OC (stereo unspecified),0.8,-5,-14,18,3,14,96,-6,0.97,1.1
Cc1ccccc1-n1c(C)nnc1SCC(=O)NCC1CCCO1 (stereo unspecified),1,4,-2,-5,7,2,91,-8,0.93,1.1
Cc1cc2oc(=O)cc(CSc3nc(N)cc(N)n3)c2cc1C,0.9,-9,2,14,5,-2,102,-8,0.79,1.1
O=C(NCc1cccc(Cl)c1)c1ccco1,1,4,-9,2,22,9,95,-9,0.95,1.1
Cc1cccc(OCC2CCCN(Cc3nc(C4CC4)no3)C2)c1 (stereo unspecified),1,5,-25,4,6,25,100,-7,0.98,1.1
Cc1cnn(-c2cc(N/N=C/c3cccc(F)c3)ncn2)c1,0.8,4,-13,23,-16,13,103,14,1.3,0.9
Nc1nc(Cl)cc(N2CCC(c3cc(-c4ccc(Cl)cc4)n[nH]3)CC2)n1,0.9,-8,28,11,4,-28,78,-9,0.38,1.1
CCCNC(=O)C(=O)NCc1ccccn1,1,-26,0,0,6,0,96,-5,0.87,1
Cc1ccc(-c2nc(N/N=C/c3cccnc3)c3ccccc3n2)cc1,0.9,-3,-26,9,2,26,48,97*,2.1,0
Cc1c(-c2nc(N)nc(Nc3ccc(F)cc3)n2)oc2ccccc12,0.9,20,-152,10,3,152*,156*,-4,3.3*,1
CC(=O)N(C(C)=O)N1C(=O)c2cccc3c(N4CCOCC4)ccc(c23)C1=O,1,9,6,4,3,-6,114,1,1.7,1
N#Cc1c(N2CCCC2)nc(N)c2c(N)nc(N3CCCC3)cc12,1.6,-2,13,-57,-58,8,100,-5,1.4,1
